p53ts 39C tox – qHTS Screen for Compounds that Selectively Target Cancer Cells with p53 Mutations: Cytotoxicity of p53ts Cells at the Nonpermissive Temperature; H1299-p53A138V viability at 39C, ATP luminescence, 24 h; actives 1.5% (n = 130,000); AID 902, 2007; Potency, µM (titrated, usually from 46.1 µM), inactives show top-dose activity change, negative = cell killing, usual class: cytotoxic; also: nearly all actives have a fitted effect of over 55% in size
p53ts 32C tox – qHTS Screen for Compounds that Selectively Target Cancer Cells with p53 Mutations: Cytotoxicity of p53ts Cells at the Permissive Temperature. actives 0.93% (n = 130,000). AID 924, 2007. Potency, µM (highest dose often 46.1 µM), for the others: at the top dose activity change, negative = cytotoxicity, hits mostly cytotoxic. H1299-p53A138V at 32C, ATP luminescence viability, 24 h;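 also: 0% = DMSO and -100% = full killing by reference compound; nearly all actives have a fitted effect of over 55% in size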
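Cells: H1299 p53ts (A138V), 600/well, pre-incubated 16–30 h at 37C. Cpd up to 46 uM, 24 h, 32C. Readout: ATPlite luminescence, 20 min RT. Normalization: DMSO vs tamoxifen 100 uM. AC50 by Hill equation.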
Imprint erasure – qHTS Assay for Compounds that Induce Erasure of Genomic Imprints. actives 0.02% (n = 110,000). mouse ES Peg3-LacZ reporter, beta-gal luminescence, 40 h. Potency, µM (series often up to 60.7 µM), for inactives: at the highest dose activity change, positive = activation, hits mostly activators;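 also: 0% = negative control wells on the plate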
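Gelatin-coated wells received 300 freshly trypsinized female ES cells with a Peg3LacZ-Neo reporter on the maternal allele, then incubated 40 hours at 37C. BetaGlo was added for 5 minutes at room temperature before a single luminescence read.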
IkB sig inh – IkB Signaling; ABC-DLBCL IkBa-CBG/CBR dual luciferase ratio, 4 h; response scale: scaled: untreated 0%, proteasome inhibitor 100%; AID 445, 2006; Potency, µM (series often up to 57.1 µM), without a hit: at the top dose IkBa stabilization activation; actives 0.04% (n = 110,000); active = well fitted curve in the direction sought with a large enough effect in the signal ratio, not every such curve was filed as active; inconclusive = small, poorly fitted or top-dose-only effect, or a change in a side signal; the % refers to the signal ratio;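 also: the direction sought is a rising ratio; 0% = basal untreated cells and 100% = reference inhibitor full response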
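Curves were fitted separately to fusion (green), unfused (red) and ratio luminescence, then classed by r2, magnitude and activity. Cells: OCI-Ly3, 4 h compound plus doxycycline at 37C; 10 uM MG-132 defined full response.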
Starred values were filed as active, the others as inactive; ? = inconclusive; nt = no result given; [ ] = dose if it differs, or a comment. Unless noted, calls follow the shape of the dose curve; as a rule, active = well fitted curve in the direction sought with a large enough effect; inconclusive = small, poorly fitted or top-dose-only effect, or another doubt; inactive = no such curve, though single readings can be large; an effect the other way counts as inactive or inconclusive. Unless noted, % is scaled to controls: 0 for no effect and ±100 for the full control effect; potency is read from the fitted curve at half-maximal effect. This is a random part of the collection; any-hit rate near 1.7%.

(1) O=C(Nc1ccc2oc(-c3cccnc3)nc2c1)c1ccc(-c2cccc(OC(F)(F)F)c2)o1
(2) CCOC(=O)N1CCN(C(=O)CN(c2ccccc2F)S(=O)(=O)c2ccc(C)cc2)CC1
(3) CC(C)C(=O)c1cc2c(cc1NC(=O)c1ccccc1F)OCCO2
(4) C=CCn1c(N)cc(=O)nc1SCC(=O)Nc1ccc2ccccc2c1
(5) COc1ccc(-n2c(Cc3cccn3C)nnc2SCC(N)=O)cc1
screen / no.,1,2,3,4,5
p53ts 39C tox,-15%,18%,?,-17%,5%
p53ts 32C tox,-11%,1%,4%,4%,-3%
Imprint erasure,7%[10.9 µM],-5%[10.9 µM],-5%[10.9 µM],nt,-10%
IkB sig inh,?,?,?,nt,2.2%

(6) O=C1NC(Cc2c[nH]c3ccccc23)C(=O)N1CCOc1ccc(F)cc1 (configuration not stated)
(7) CS(=O)(=O)c1ccc2nc(NC(=O)CN3CCN(Cc4ccccc4)CC3)sc2c1
(8) Cc1ccc(S(=O)(=O)NC(=O)N2CCCC(C)(C)C2)cc1
(9) O=C(Nc1nc2ccccc2n1CCOc1ccccc1)c1ccco1
(10) Cc1nn(-c2ccc(Cl)cc2)c2[nH]c(=O)c(CNCc3ccc4c(c3)OCO4)cc12
screen / no.,6,7,8,9,10
p53ts 39C tox,-3%,15%,5%,2%,10%
p53ts 32C tox,-9%,5%,-4%,-12%,3%
Imprint erasure,-8%,11%,2%,-8%,-15%
IkB sig inh,-1.7%,-3.1%,3.0%,?,-1.0%

(11) COCCn1c(SCC(=O)Nc2ccc3c(c2)OCCO3)nnc1-c1c[nH]c2ccccc12
(12) O=C(CCCCn1c(=S)[nH]c2ccsc2c1=O)NCc1ccco1
(13) C[C@@H]1C(=O)O[C@H]2[C@@H](O)[C@@]34[C@H]5CC(C(C)(C)C)[C@]36[C@@H](OC(=O)[C@@H]6O)O[C@@]4(C(=O)O5)[C@@]12O (some centres not stated)
(14) CCC1(C)NC(=O)N(CC(=O)Nc2sc3c(c2C(N)=O)CCC3)C1=O (configuration not stated)
(15) O=C(/C=C/Nc1cccc(O)c1)c1ccccc1
screen / no.,11,12,13,14,15
p53ts 39C tox,-11%,17%,5%,1%,7.9µM*
p53ts 32C tox,0%,6%,3%,12%,4µM*
Imprint erasure,-3%,4%,2%,-9%,-81%[inhibitor]
IkB sig inh,0.7%,1.2%,nt,0.2%,?

(16) O=C(c1cccs1)N1CCC(Cc2ccccc2)CC1
(17) COc1cc(NC(=O)CCN2CCN(c3ccccc3)CC2)cc(OC)c1
(18) CC(C)CN(CC(C)C)c1nnc(NC(=O)Nc2cccc(C(F)(F)F)c2)s1
(19) C[C@@H]1c2ccccc2Cn2cc3c(c21)C(=O)c1cccc(OP(=O)(O)OCc2ccccc2)c1C3=O
(20) CCc1ccc(-c2nn(-c3ccc(OC)cc3)c3c2cnc2ccc(OC)cc23)cc1
screen / no.,16,17,18,19,20
p53ts 39C tox,-4%,-3%,4%,0%[9.22 µM],?
p53ts 32C tox,-2%,-3%,3%,4%[9.22 µM],-4%
Imprint erasure,nt,-13%[10.9 µM],-8%[10.9 µM],-8%[10.9 µM],-16%[10.9 µM]
IkB sig inh,nt,0.0%,?,0.6%[11.4 µM],-2.1%

(21) Cc1ccc(NC(=O)c2ccc(NS(=O)(=O)c3c(C)noc3C)cc2)cc1C
(22) Cc1ccc(C2=C(Cl)C(=O)C(c3ccc(C)cc3)=C(Cl)C2=O)cc1
(23) COCC(N)(c1ccccc1)c1nc2ccccc2n1C (configuration not stated)
(24) COc1ccccc1Nc1ncc(C(=O)N2CCC(C(N)=O)CC2)c2ccccc12
(25) O=C(CCCCC(=O)NCc1cccs1)NCc1cccs1
screen / no.,21,22,23,24,25
p53ts 39C tox,-1%,13%[9.22 µM],13%,7%,5%
p53ts 32C tox,13%,6%[9.22 µM],6%,-3%,5%
Imprint erasure,26%,-5%[10.9 µM],-7%,-6%,-4%
IkB sig inh,?,1.0%[11.4 µM],0.4%,-0.7%,-1.4%

(26) CC(O)COC(C)(C)C (configuration not stated)
(27) Cc1ccc(C)c(CN2C(=O)c3ccccc3S(=O)(=O)c3ccc(C(=O)N(C)C4CCCCC4)cc32)c1
(28) COc1ccc(-n2nc(C(=O)N(C)c3cc(Cl)ccc3OC)c3c4ccccc4n(C)c3c2=O)cc1
(29) CC1CCN(c2nc(-c3cccnc3)nc3scc(-c4ccccc4)c23)CC1
(30) CN(C)c1ccc(C(CNS(=O)(=O)c2ccc(F)cc2F)N2CCOCC2)cc1 (configuration not stated)
screen / no.,26,27,28,29,30
p53ts 39C tox,7%,2%,-5%,2%,-10%
p53ts 32C tox,6%[1.84 µM],17%,-3%,?,-1%
Imprint erasure,4%,-13%[10.9 µM],-10%[10.9 µM],nt,-7%[10.9 µM]
IkB sig inh,-0.8%,0.9%,-2.0%,nt,-0.5%

(31) COCC(=O)N1CCC[C@@]2(CCN(C(=O)Nc3ccc(OC)cc3)C2)C1
(32) CCc1cc(=O)oc2cc(OC(C)=O)cc(OC(C)=O)c12
(33) O=C(CN1c2cccc3cccc(c23)S1(=O)=O)NCc1ccc2c(c1)OCO2
(34) O=C1CC(N2CCN(c3ccccc3)CC2)C(=O)N1c1ccc2c(c1)OCCO2 (configuration not stated)
(35) Cc1ccc2c(c1)N(C(C)C(=O)NCCc1ccccc1)C(=O)CO2 (configuration not stated)
screen / no.,31,32,33,34,35
p53ts 39C tox,-2%,42%[activator],-11%,0%,-2%
p53ts 32C tox,0%,35%[activator],-24%,-7%,7%
Imprint erasure,nt,-6%,-15%,-4%,-17%
IkB sig inh,0.4%[11.4 µM],-2.9%,?,3.0%,-2.2%

Given as labelled records: entries from further up
34. O=C1CC(N2CCN(c3ccccc3)CC2)C(=O)N1c1ccc2c(c1)OCCO2 (configuration not stated)
  p53ts 39C tox: 0%
  p53ts 32C tox: -7%
  Imprint erasure: -4%
  IkB sig inh: 3.0%
31. COCC(=O)N1CCC[C@@]2(CCN(C(=O)Nc3ccc(OC)cc3)C2)C1
  p53ts 39C tox: -2%
  p53ts 32C tox: 0%
  Imprint erasure: nt
  IkB sig inh: 0.4%[11.4 µM]
32. CCc1cc(=O)oc2cc(OC(C)=O)cc(OC(C)=O)c12
  p53ts 39C tox: 42%[activator]
  p53ts 32C tox: 35%[activator]
  Imprint erasure: -6%
  IkB sig inh: -2.9%

Continuation:
(36) Cc1cc(C)nc(N2CCCC(C(=O)NCc3cccs3)C2)n1 (configuration not stated)
(37) Cc1ccc(-c2ccc(=O)[nH]n2)cc1
(38) CC1(C)CC(=O)C(C=NCC(N)=O)=C(O)C1
(39) COC(=O)CN1C(=O)CSc2ccc(S(=O)(=O)Nc3ccc(C)c(Cl)c3)cc21
(40) COc1ccc(C(=O)/C=C/c2cn(CC(O)CN(CC(C)C)CC(C)C)c3ccccc23)cc1 (configuration not stated)
screen / no.,36,37,38,39,40
p53ts 39C tox,-2%,-14%,-1%,-14%,-14%
p53ts 32C tox,-2%,-5%,12%,-5%,-6%
Imprint erasure,2%,-3%,nt,0%[10.9 µM],-17%[10.9 µM]
IkB sig inh,-0.2%,0.9%,nt,?,-0.5%

(41) CCC(C)NC(=O)Cn1c(=O)n(-c2ccc(Cl)cc2)c(=O)c2c3c(sc21)CCCC3 (configuration not stated)
(42) CCCn1c(=O)n(C)c(=O)c2c(SCc3cc(C(C)=O)ccc3OCC)nc(C3CC3)nc21
(43) COc1ccc(N2CC(NC(=O)c3ccc(OC(C)C)cc3)CC2=O)cc1 (configuration not stated)
(44) CCN(CCCNC(=O)COc1cc(=O)n(CC)c2ccccc12)c1ccccc1
(45) CC(C)(C)NC(=O)CN1CCC(O)(c2ccccc2)CC1
screen / no.,41,42,43,44,45
p53ts 39C tox,-4%,0%,-10%,-13%,2%
p53ts 32C tox,1%,12%,9%,-4%,-9%
Imprint erasure,6%[10.9 µM],-17%,8%[10.9 µM],-21%,-3%
IkB sig inh,4.5%,-0.7%,-0.1%,8.3%,-0.8%

One compound at a time, from the list above. Values in the order: p53ts 39C tox	p53ts 32C tox	Imprint erasure	IkB sig inh
Profile of CC(C)(C)NC(=O)CN1CCC(O)(c2ccccc2)CC1 = 2%	-9%	-3%	-0.8%
Profile of CCC(C)NC(=O)Cn1c(=O)n(-c2ccc(Cl)cc2)c(=O)c2c3c(sc21)CCCC3 (configuration not stated) = -4%	1%	6%[10.9 µM]	4.5%

(listing goes on)
(46) COc1ccc(N(CC(=O)Nc2cccc(C)c2C)S(=O)(=O)c2c(C)n[nH]c2C)cc1
(47) O=C(c1ccccc1Cl)N1CCc2ccccc2C1
(48) COc1ccc(-c2c(C)oc3c(CN4CCCCC4C)c(O)ccc3c2=O)cc1OC (configuration not stated)
(49) CCOC(=O)c1oc2nc(C)c3c(c2c1N)CC(C)(C)OC3
(50) Cc1nc2nc(CNC(=O)OC(C)(C)C)nn2c(C)c1CCC(=O)NCc1ccc(F)cc1
screen / no.,46,47,48,49,50
p53ts 39C tox,-10%,-1%,8%,11%,-22%
p53ts 32C tox,-7%,-9%,4%,4%,-12%
Imprint erasure,-3%,-6%,-20%,-7%,4%[10.9 µM]
IkB sig inh,0.3%,2.5%,-0.3%,-0.2%,0.9%

Four entries from above, with bars between the fields:
no. | Molecule | p53ts 39C tox | p53ts 32C tox | Imprint erasure | IkB sig inh
13 | C[C@@H]1C(=O)O[C@H]2[C@@H](O)[C@@]34[C@H]5CC(C(C)(C)C)[C@]36[C@@H](OC(=O)[C@@H]6O)O[C@@]4(C(=O)O5)[C@@]12O (some centres not stated) | 5% | 3% | 2% | nt
14 | CCC1(C)NC(=O)N(CC(=O)Nc2sc3c(c2C(N)=O)CCC3)C1=O (configuration not stated) | 1% | 12% | -9% | 0.2%
15 | O=C(/C=C/Nc1cccc(O)c1)c1ccccc1 | 7.9µM* | 4µM* | -81%[inhibitor] | ?
16 | O=C(c1cccs1)N1CCC(Cc2ccccc2)CC1 | -4% | -2% | nt | nt

Going on with the list.
(51) O=C(c1ccc(CS(=O)(=O)c2ccc(Br)cc2)o1)N1CCCCCC1
(52) CCOC(=O)c1ccc(CNC(=O)CSc2nnnn2-c2ccc(Cl)cc2)o1
(53) O=C(Nc1ccc2c(c1)OCO2)c1cccs1
(54) CCOC(=O)N1CCC(NC(=O)c2ccc3c(c2)N(C)CCS3)CC1
(55) Cc1cc(NC(=O)CCSc2nc(-c3ccco3)cc(C(F)(F)F)n2)n(-c2ccccc2)n1
screen / no.,51,52,53,54,55
p53ts 39C tox,-15%,-5%,?,-19%,-17%
p53ts 32C tox,-7%,13%,?,6%,10%
Imprint erasure,-20%,-7%,-78%[inhibitor],-5%,nt
IkB sig inh,1.5%,-0.9%,0.9%,1.4%,nt

(56) COc1ccccc1S(=O)(=O)n1cc(Cc2ccccc2)c(N)n1
(57) CCCCOc1ccc(-c2c(C#N)c(N)nc(SCC(N)=O)c2C#N)cc1
(58) Cn1c(N)c(C(=O)COC(=O)C2(c3ccccc3F)CCCC2)c(=O)n(C)c1=O
(59) Cc1cccc(-n2c(C)cc(C(=O)C(=O)Nc3nncs3)c2C)c1
(60) Cc1cc(C)c2c(CC(=O)Nc3c(C(=O)Nc4ccc(Cl)cc4)oc4ccccc34)coc2c1
(61) COc1ccc(CCn2cc3c(c2-c2ccccc2Br)c(=O)n(C)c(=O)n3C)cc1OC
(62) COc1cc(NC(=O)CCc2c(C)nc3cc(-c4ccccc4)nn3c2C)cc(OC)c1OC
screen / no.,56,57,58,59,60,61,62
p53ts 39C tox,4%,?,-18%,10%,?,-20%,-25%
p53ts 32C tox,18%,?,5%,-3%,-18%,0%,-1%
Imprint erasure,-18%,-29%,-10%,-16%[10.9 µM],13%[10.9 µM],-15%[10.9 µM],-5%[10.9 µM]
IkB sig inh,8.1%,?,1.9%,?,?,?,?
